Source: PubChem BioAssay (Dana-Farber Cancer Institute and Novartis Institutes for BioMedical Research (Cambridge, Mass))
USP30 block: inhibitors of human USP30 deubiquitinase | purified USP30, Ub-rhodamine cleavage fluorescence | Q70CQ3 | inhibition, % at 25 µM | 5.3% of 47,000 active
USP8 block: blocks human USP8 ubiquitin-rhodamine cleavage; P40818; purified USP8, Ub-rhodamine cleavage fluorescence, 30 min; inhibition, % at 20 µM; 4.2% of 47,000 active; AID 1645853
UCHL1 inh: blocks human UCHL1 ubiquitin-rhodamine cleavage; purified UCHL1, Ub-rhodamine cleavage fluorescence; inhibition, % at 20 µM; AID 1645859; 0.2% of 47,000 active; P09936
USP17 inh: inhibitors of human USP17 deubiquitinase. inhibition, % at 50 µM. 6.5% of 47,000 active. purified USP17, Ub-rhodamine cleavage fluorescence, 3 h. A8MUK1
OTUD3 inh: blocks human OTUD3 ubiquitin-rhodamine cleavage; Q5T2D3; purified OTUD3, Ub-rhodamine fluorescence, 2 h; inhibition, % at 25 µM; 0.7% of 47,000 active; AID 1645858
USP7 block: human USP7 deubiquitinase inhibition; Q93009; purified USP7, Ub-rhodamine cleavage fluorescence; inhibition, % at 20 µM; 0.3% of 47,000 active; AID 1645854
Target sequence (Q93009 whole entry, looked up): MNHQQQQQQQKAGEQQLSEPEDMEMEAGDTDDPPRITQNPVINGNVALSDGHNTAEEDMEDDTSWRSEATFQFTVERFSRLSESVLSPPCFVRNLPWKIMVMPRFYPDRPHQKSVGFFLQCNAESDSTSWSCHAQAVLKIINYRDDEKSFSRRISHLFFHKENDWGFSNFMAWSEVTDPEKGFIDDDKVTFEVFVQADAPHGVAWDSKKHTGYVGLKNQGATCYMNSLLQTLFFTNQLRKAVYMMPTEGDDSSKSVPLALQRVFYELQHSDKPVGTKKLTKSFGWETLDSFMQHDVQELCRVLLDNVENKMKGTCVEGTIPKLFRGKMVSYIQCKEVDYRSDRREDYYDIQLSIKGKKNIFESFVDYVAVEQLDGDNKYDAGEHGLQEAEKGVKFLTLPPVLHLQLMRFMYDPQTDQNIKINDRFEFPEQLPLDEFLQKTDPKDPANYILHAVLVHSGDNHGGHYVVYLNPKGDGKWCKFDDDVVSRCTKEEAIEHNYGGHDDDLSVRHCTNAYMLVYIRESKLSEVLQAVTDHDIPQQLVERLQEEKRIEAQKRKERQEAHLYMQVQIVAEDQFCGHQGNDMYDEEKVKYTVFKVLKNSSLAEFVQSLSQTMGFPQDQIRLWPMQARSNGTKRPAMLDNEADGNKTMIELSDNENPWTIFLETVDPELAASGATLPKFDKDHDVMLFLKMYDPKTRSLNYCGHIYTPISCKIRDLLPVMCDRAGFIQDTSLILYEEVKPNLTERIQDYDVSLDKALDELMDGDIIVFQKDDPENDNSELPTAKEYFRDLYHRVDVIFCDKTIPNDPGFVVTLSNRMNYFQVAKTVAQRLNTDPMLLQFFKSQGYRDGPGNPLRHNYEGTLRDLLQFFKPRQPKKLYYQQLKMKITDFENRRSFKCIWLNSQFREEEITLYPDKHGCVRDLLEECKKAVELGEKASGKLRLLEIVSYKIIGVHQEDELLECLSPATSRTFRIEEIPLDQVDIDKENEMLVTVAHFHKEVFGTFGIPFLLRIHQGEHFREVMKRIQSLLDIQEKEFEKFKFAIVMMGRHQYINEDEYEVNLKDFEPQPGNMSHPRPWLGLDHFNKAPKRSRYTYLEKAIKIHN
USP28 inh: human USP28 deubiquitinase inhibition; inhibition, % at 25 µM; 3% of 47,000 active; purified USP28, Ub-rhodamine cleavage fluorescence, 30 min
USP10 inh: human USP10 deubiquitinase inhibition | purified USP10, Ub-rhodamine fluorescence, 60 min | Q14694 | 1.1% of 47,000 active | inhibition, % at 20 µM
* = called active by the depositor; i = inactive; . = no result given. Cut-off read from the data, not from the text of the source: active = inhibition above about 30%; inactive = the rest.

SMILES | USP30 block | USP8 block | UCHL1 inh | USP17 inh | OTUD3 inh | USP7 block | USP28 inh | USP10 inh
Cc1[nH]c(C)c(S(=O)(=O)Nc2cccc(C#N)c2)c1C(=O)N1CCCC1 | -22 | -4 | -4 | -10 | -9 | -62 | -12 | -1
COc1cccc(-n2c(CN3CCN(c4ccccn4)CC3)nc3ccc([N+](=O)[O-])cc3c2=O)c1 | -21 | -206 | -1 | -25 | 0 | -21 | -3 | 0
Cn1nc(C2CCCN(Cc3cc(F)cc(F)c3)C2)c2nccnc21 (stereo not drawn) | 0 | 33* | 1 | . | -6 | -7 | -9 | 1
Cc1cc(C)c(C#N)c(N2CCN(CCOc3ccc(Cl)cc3)CC2)n1 | -13 | 2 | -33 | -6 | 0 | -25 | -4 | -10
O=S(=O)(Nc1nc2ccccc2nc1NCc1ccc2c(c1)OCO2)c1ccc(F)cc1 | -135 | -10 | -2 | -25 | -29 | -1 | -41 | 1
CN1Cc2ccccc2CN2CCN(S(=O)(=O)c3cccc(C#N)c3)CC2C1 (stereo not drawn) | -16 | 0 | -2 | -10 | -5 | -3 | -9 | 1
CC1[C@@H]2[C@@H](C(=O)N3CCOCC3)C[C@H](CN1Cc1ccc(O)cc1)N2C (stereo partly drawn) | -21 | 1 | -2 | -26 | -3 | 1 | -8 | 1
CCOC(=O)N1CCN(C(c2ccco2)c2sc3nc(C)nn3c2O)CC1 (stereo not drawn) | -86 | 2 | -1 | -9 | -8 | 0 | -20 | -8
Cc1nn(C)cc1C(=O)NCc1cnc(C2(C)CCCCO2)nc1 (stereo not drawn) | 15 | -1 | -2 | 3 | 0 | 0 | 1 | 0
O=C(c1cccc2c1OCCO2)N1CCOC(CCc2ccncn2)C1 (stereo not drawn) | 12 | 19 | 1 | 10 | 11 | 6 | 1 | 0
O=C(N[C@H]1[C@H](O)[C@H](O)C[C@@H]1c1ccncc1)C1CCOCC1 | 10 | -4 | -2 | 2 | -4 | 4 | -9 | 0
O=C(c1ccco1)N1CCN=C1SCc1ccc([N+](=O)[O-])cc1 | 53* | -51 | 0 | 43* | 12 | 7 | 61* | 1
N#Cc1c(F)cccc1N1CCC(C2CCCCCN2C(=O)C2CC2)CC1 (stereo not drawn) | 34* | 3 | 1 | 15 | 23 | -40 | 25 | 0
Brc1ccc(-c2csc(Cc3ccccc3)n2)cc1 | -2 | 4 | 3 | 10 | 5 | 2 | 28 | 5
CC1=CCC2C3(C)CCC(=O)C(C)(C)C3CCC2(C)C12Cc1c(c(C)c(C)oc1=O)O2 (stereo not drawn) | 24 | 0 | 4 | 18 | -3 | 7 | 5 | 1
COc1ccc(S(=O)(=O)N2CCN(c3ccnc4cc(Cl)ccc34)CC2)cc1 | 33* | 0 | 6 | 1 | 0 | 1 | 0 | 4
CN1CCN(C(=O)CN2C(=O)CCOc3ccccc32)CC1 | . | 0 | -1 | 11 | 1 | 1 | . | -3
CC(=O)N1CCN(C(=O)c2cccc(Cl)c2)CC2(CNC(=O)C2)C1 (stereo not drawn) | 20 | -23 | 2 | -3 | 13 | 6 | 8 | 0
CN(Cc1cc(C[C@@H]2C[C@H](N)C2(C)C)no1)c1ccccc1 | 14 | -1 | 4 | 0 | -2 | 1 | 26 | 3
O=C1CC(c2cccnc2)c2sc(C(=O)O)c(-c3ccc(Cl)cc3)c2N1 (stereo not drawn) | -24 | 22 | 1 | 7 | 5 | 5 | -3 | 0
CC(C)(C)c1ccc(C(=O)NCC(c2ccco2)N2CCOCC2)cc1 (stereo not drawn) | 0 | -24 | 2 | -9 | 10 | -1 | 6 | -3
COc1ccc(NC(=O)CCN2CCN(c3ccccc3F)CC2)c(OC)c1 | -10 | -1 | -1 | -13 | -2 | -5 | -7 | -1
CCn1nccc1C1CCCN1S(=O)(=O)c1cccc(Cl)c1 (stereo not drawn) | 0 | -78 | -3 | -10 | -1 | -5 | 0 | -2
Cc1ccc(S(=O)(=O)NC(=O)N(Cc2ccc3c(c2)CCO3)C2CC2)cc1 | 5 | 6 | -1 | 0 | 7 | 1 | 6 | -1
O=c1cc(CN2CCN(c3ccc(Cl)cc3)CC2)cc[nH]1 | -6 | -40 | -2 | -9 | -10 | -5 | -17 | 2
FC(F)(F)c1ccncc1-c1nnnn1-c1ccccc1Cl | 15 | -16 | 0 | 3 | 1 | 0 | 3 | 2
COc1cccc(-c2nc3cnccn3c2NCc2ccc3c(c2)OCO3)c1OC | i | -232 | 0 | -167 | -199 | 1 | -239 | -6
CCOCCn1c(SCC(=O)OCc2ccccc2)nc2c1c(=O)[nH]c(=O)n2C | 16 | -2 | 2 | 0 | 8 | 2 | 9 | 0
CN(c1ccncn1)C1CC2(CCN(c3cnccn3)C2)C1 (stereo not drawn) | -14 | 1 | -3 | -6 | -2 | 0 | -2 | 0
CC1(C)c2[nH]c3ccccc3c2C[C@@H]2C(=O)N(C3CCCC3)CC(=O)N21 | 4 | 2 | -3 | -1 | -7 | -48 | -1 | 0
COc1ccc2cc(-c3nc4cc(C)ccn4c3NCc3ccccc3)c(=O)[nH]c2c1 | -413 | -195 | -26 | . | -78 | -23 | -220 | -7
Cc1ccc2c(Nc3ccc(CC(=O)O)cc3)c(C(=O)N3CCCC3)cnc2n1 | i | -122 | -16 | -171 | -175 | -13 | -242 | -6
COCCN1CCN(c2ccc3ccc(C(=O)N4CCOCC4)cn23)CC1 | -250 | -14 | -10 | -62 | -54 | -5 | -70 | -1
O=C(NCc1ccc2c(c1)OCO2)c1nc(-c2cccnc2)no1 | 3 | 2 | -2 | -4 | -1 | 0 | -4 | -1
CC(C)CCNC(=O)c1ccc2ccnc(N3CCN(c4ccccc4F)CC3)c2c1 | -35 | 67* | 4 | 19 | -20 | 0 | -15 | -8
Cn1nc(C2CCN(C(=O)c3cc(F)cc(F)c3)CC2)c2nccnc21 | -10 | 0 | 2 | 2 | -3 | 6 | 7 | -3
O=C(COc1ccc(-c2ccccc2)cc1Cl)N1CCN(C(=O)c2ccco2)CC1 | 6 | 18 | 2 | 23 | -4 | -63 | 9 | 3
O=C(c1ccc(F)cc1Cl)N1CCN(c2nc(-c3ccccc3)no2)CC1 | -2 | 2 | 0 | -2 | -3 | -13 | -11 | 2
Cc1cc(C)n2nc(C(=O)N3CCCC(c4ccn[nH]4)C3)cc2n1 (stereo not drawn) | 8 | -54 | 1 | -12 | 3 | 2 | -7 | -1
Cc1ccc(NC(=O)COc2cccc3c(=O)n(C)ccc23)c(C)c1 | -39 | -4 | 0 | 10 | 7 | 2 | 29 | 1
Cc1ccccc1C(=O)c1cccn1CC(=O)NCc1ccco1 | -33 | -13 | -3 | -18 | -3 | -9 | -3 | -2
COc1ccc(NC(=O)CN2C(=O)c3ccccc3Sc3ccc(C(=O)N4CCCC4)cc32)cc1OC | 24 | 13 | 5 | 55* | 16 | 12 | 14 | 5
CC(=O)N1CC2(CCN(C(=O)C(C)(C)NC(=O)OCc3ccccc3)CC2)CC1C(=O)O (stereo not drawn) | 2 | -22 | 0 | 4 | 5 | 5 | 3 | 0
CCOc1ccc(CCNC(=O)C2CCCN(c3nc4c(C)cc(C)cc4s3)C2)cc1OCC (stereo not drawn) | 15 | 0 | 1 | 11 | 1 | 3 | 0 | 0
O=C(C1CN(Cc2ccccn2)Cc2ccnn2C1)N1CCOCC1 (stereo not drawn) | -16 | -55 | -1 | -15 | -7 | 1 | -13 | -1
Cc1ccc(Cl)cc1N1CCN(C(=O)CC23CC4CC(CC(C4)C2)C3)CC1 | 30 | 8 | 8 | 6 | -2 | 5 | 9 | 7
COc1ccc(-c2cn3c(-c4ccccc4)c(-c4ccccc4)nc3n2CCc2ccccc2)cc1 | -13 | 73* | 1 | 27 | 3 | 10 | -2 | 4
COc1ccc(-c2noc(CC(=O)N(C)c3ccccc3C)n2)cc1 | . | 6 | 1 | -5 | -4 | -3 | . | 2

Taken from above.
UCHL1 inh result of COc1ccc(-c2noc(CC(=O)N(C)c3ccccc3C)n2)cc1 reads 1
USP30 block result of O=C(c1ccc(F)cc1Cl)N1CCN(c2nc(-c3ccccc3)no2)CC1 reads -2
USP28 inh result of COc1ccc(-c2cn3c(-c4ccccc4)c(-c4ccccc4)nc3n2CCc2ccccc2)cc1 reads -2
UCHL1 inh result of O=C(C1CN(Cc2ccccn2)Cc2ccnn2C1)N1CCOCC1 (stereo not drawn) reads -1
USP7 block result of Cc1ccccc1C(=O)c1cccn1CC(=O)NCc1ccco1 reads -9

Next part
SMILES | USP30 block | USP8 block | UCHL1 inh | USP17 inh | OTUD3 inh | USP7 block | USP28 inh | USP10 inh
CC1Cc2ccccc2N1S(=O)(=O)c1cccc(C(=O)NCc2cccc(Cl)c2)c1 (stereo not drawn) | 10 | 4 | 4 | 0 | 7 | 10 | 1 | 8
COc1ccc(CN2CCc3nc4ccccc4n3CC2)cc1 | 20 | 7 | 4 | 8 | 9 | 2 | 6 | 0
O=C1CC(/C=C/c2ccccc2)Cc2nc(N3CCN(CCO)CC3)ncc21 (stereo not drawn) | -14 | -3 | -4 | -12 | -7 | -122 | -10 | 0
Cc1ccc(OCC(=O)Nc2ccc(S(=O)(=O)N3CCc4ccccc43)cc2)c(Br)c1 | -248 | 4 | -3 | -26 | -46 | 7 | -69 | -4
CC1CCN(CCNC(=O)c2nn(-c3ccccc3)c3c(=O)n(C)cnc23)CC1 | -296 | -53 | -27 | -98 | -79 | -27 | -86 | -4
COc1ccc(NC(=O)c2ccc(N3C(=O)N4CCc5c([nH]c6ccc(OC)cc56)[C@@]4(C)C3=O)cc2)cc1 | 18 | 31* | 8 | 23 | 12 | 9 | 17 | 2
CC(C(=O)Nc1ccccc1)N1CCN(c2ccccn2)CC1 (stereo not drawn) | 10 | 3 | 2 | -48 | -3 | -5 | -14 | 0
O=C(Nc1ncc(CN2CCOCC2)s1)C(c1ccccc1)c1ccccc1 | -89 | -15 | -2 | -12 | -19 | -3 | 8 | -3
O=C1N(Cc2ccc(F)cc2)CCN1c1ccc2c(c1)CCC2 | 31* | 12 | 7 | 27 | 27 | -41 | 52* | 9
CCN(CC)CCN1CCN(c2ccc3c(c2)OCO3)C1=O | 14 | 16 | 2 | 9 | 8 | 5 | 7 | -1
CCc1ccc(Nc2cc(C(=O)NCCCOC(C)C)c3ccccc3n2)cc1 | -34 | 2 | 0 | 69* | 12 | 5 | 5 | 7
CNc1cccc(C2CN(C(=O)c3n[nH]c4c3CCC4)CCO2)n1 (stereo not drawn) | -7 | 0 | -4 | -5 | -6 | -2 | -6 | -2
CS(=O)(=O)c1ccccc1-c1nnc(NC(=O)C(c2ccccc2)c2ccccc2)o1 | 14 | -282 | 0 | -38 | 12 | 1 | 0 | 5
O=C(Cc1ccc(O)cc1)N1CCC2(CC1)C(=O)NCN2C(=O)Cc1ccccc1 | 16 | 17 | 2 | 8 | 3 | 7 | 3 | 0
O=C(NCC(=O)N1CCc2[nH]c3ccccc3c2C1)c1ccc(F)cc1 | -203 | -14 | -20 | -8 | -48 | -22 | -51 | -3
O=C(CN1CCN(Cc2ccccc2)CC1)N1CCN(c2ccccn2)CC1 | 25 | 1 | 0 | 6 | 15 | 0 | 13 | 2
CCOC(=O)c1noc2ncn(Cc3nc(-c4cccc(C)c4)oc3C)c(=O)c12 | 2 | -12 | 0 | 0 | 5 | -1 | 4 | 2
Cc1c(C(=O)N(C)c2ccccc2)nnn1-c1ccc2noc(-c3ccccc3)c2c1 | 6 | -62 | 6 | 0 | 14 | -12 | 11 | 5
CN1C[C@H]2CCN(C(=O)c3ccccn3)CC[C@H]2S1(=O)=O | -10 | -57 | -3 | -11 | -6 | 1 | -5 | -2
Cc1ccc(S(=O)(=O)N(Cc2ccco2)Cc2cc3cccc(C)c3[nH]c2=O)cc1 | -15 | 1 | -5 | -3 | -2 | 0 | -2 | 4
Cc1oc(-c2ccc(NC(=O)C(C)C)cc2)nc1Cn1cccn1 | -24 | 0 | -1 | -3 | -3 | 6 | 19 | -1
COc1cccc(Nc2nc(NCc3ccccc3)nc3c2cnn3C)c1 | -30 | 0 | 6 | 27 | -16 | 0 | 40* | 5
O=C(COC(=O)c1ccccc1F)c1ccc(-n2nncc2-c2ccc(F)cc2)cc1 | -35 | 0 | 3 | -3 | -4 | 7 | -5 | 1
Cc1cc(C(=O)N2C[C@@H]3[C@@H](C2)OCC(=O)N3Cc2ccccc2)no1 | 10 | 0 | -2 | -1 | 6 | 4 | -3 | 0

5 compounds from above, sorted by molecular weight, smallest number first:
SMILES | USP30 block | USP8 block | UCHL1 inh | USP17 inh | OTUD3 inh | USP7 block | USP28 inh | USP10 inh
Cc1oc(-c2ccc(NC(=O)C(C)C)cc2)nc1Cn1cccn1 | -24 | 0 | -1 | -3 | -3 | 6 | 19 | -1
Cc1cc(C(=O)N2C[C@@H]3[C@@H](C2)OCC(=O)N3Cc2ccccc2)no1 | 10 | 0 | -2 | -1 | 6 | 4 | -3 | 0
COc1cccc(Nc2nc(NCc3ccccc3)nc3c2cnn3C)c1 | -30 | 0 | 6 | 27 | -16 | 0 | 40* | 5
O=C(Cc1ccc(O)cc1)N1CCC2(CC1)C(=O)NCN2C(=O)Cc1ccccc1 | 16 | 17 | 2 | 8 | 3 | 7 | 3 | 0
Cc1ccc(S(=O)(=O)N(Cc2ccco2)Cc2cc3cccc(C)c3[nH]c2=O)cc1 | -15 | 1 | -5 | -3 | -2 | 0 | -2 | 4

The order is random; overall some 14% were active at least once.
